HCV inh: qHTS Assay for Inhibitors of Hepatitis C Virus (HCV). Huh7.5.1 HCVcc-Cre infection, luciferase reporter, 44 h. Potency, µM (series often up to 41.8 µM), without a hit: at the top dose activity change, negative = inhibition, most hits filed as inhibitors. 340,000 tested, 3.4% active. AID 651820, 2012; note: potency is the fitted concentration of half-maximal effect
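After 44 h co-culture of compound, cells and HCVcc-Cre (~0.5 moi), substrate is added for 15 min at room temperature and luciferase measured over 15 sec. Cells were seeded at 1,000/well and pre-cultured 4 h.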
Sm TGR inh: qHTS Assay for the Inhibitors of Schistosoma Mansoni Peroxiredoxins; Schistosoma mansoni thioredoxin glutathione reductase (TGR), Q962Y6; purified TGR, DTNB reduction, TNB absorbance 405 nm; Potency, µM (doses to about 114 µM), without a hit: top-dose activity change, negative = inhibition, most hits filed as inhibitors; 360,000 tested, 3% active; AID 485364, 2010; note: potency is the fitted concentration of half-maximal effect; nearly all actives have a fitted effect of over 60% in size
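First, TGR (20 nM dispensed) and NADPH were mixed with compound. Second, a 15 min room-temperature incubation followed. Third, further NADPH and then DTNB were added to start the reaction. Finally, TNB absorbance was monitored kinetically.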
FBPA Giardia inh: qHTS Assay for Inhibitors of Fructose-1,6-bisphosphate Aldolase from Giardia Lamblia; A8B2U2; purified Giardia FBPA; Potency, µM (titrated, usually from 59.6 µM), inactives show at the highest dose activity, negative = inhibition, hits mostly inhibitors; 290,000 tested, 0.71% active; AID 2451, 2010; note: potency is the fitted concentration of half-maximal effect; nearly all actives have a fitted effect of over 55% in size
Target sequence (A8B2U2 whole entry, looked up): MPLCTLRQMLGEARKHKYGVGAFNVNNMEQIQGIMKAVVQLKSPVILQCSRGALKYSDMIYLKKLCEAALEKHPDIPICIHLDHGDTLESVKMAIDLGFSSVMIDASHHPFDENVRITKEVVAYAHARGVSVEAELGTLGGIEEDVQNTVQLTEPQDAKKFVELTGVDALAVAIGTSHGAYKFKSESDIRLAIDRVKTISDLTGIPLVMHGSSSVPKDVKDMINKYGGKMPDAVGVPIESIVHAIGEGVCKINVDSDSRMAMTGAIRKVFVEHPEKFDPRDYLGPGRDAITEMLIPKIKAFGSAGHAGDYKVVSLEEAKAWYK
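Giardia FBPA (40 nM reagent) was preincubated 10 min at RT with compound (up to 57.5 uM final), then substrate plus GAPDH/TPI/NAD/arsenate coupling system with diaphorase/resazurin was added; resorufin fluorescence (525/598 nm) was read after 20 min.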
HCMV antiviral: qHTS Assay for inhibitors of the human cytomegalovirus (HCMV); HFF cells, HCMV-luciferase reporter, 72 h; active compounds read low; activity change, negative = inhibition, % at 57.5 µM; 410,000 tested, 4.5% active; AID 1259415, 2018; in the data active = activity change below about -60%; inconclusive = no clear call, values can overlap the other calls; inactive = above about -39%
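Compounds were evaluated in HFFs infected with an HCMV luciferase reporter virus (MOI 1 PFU/cell). Luciferase in lysates collected 72 h post infection served as the replication measure.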
AmpC inh detg: qHTS Inhibitors of AmpC Beta-Lactamase (assay with detergent) | AID 485294, 2010 | Potency, µM (top dose mostly 114 µM), inactives show at the top dose activity change, negative = inhibition, hits mostly inhibitors | AmpC hydrolysis of nitrocefin, absorbance 480 nm, 0.01% Triton | 370,000 tested, 0.041% active | P00811;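 note: potency is the fitted concentration of half-maximal effect; 0% = no-compound wells and -100% = no-enzyme wells; nearly all actives have a fitted effect of over 25% in size; some results filed as inactive show a strong effect at the top dose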
Target sequence (P00811 whole entry, looked up): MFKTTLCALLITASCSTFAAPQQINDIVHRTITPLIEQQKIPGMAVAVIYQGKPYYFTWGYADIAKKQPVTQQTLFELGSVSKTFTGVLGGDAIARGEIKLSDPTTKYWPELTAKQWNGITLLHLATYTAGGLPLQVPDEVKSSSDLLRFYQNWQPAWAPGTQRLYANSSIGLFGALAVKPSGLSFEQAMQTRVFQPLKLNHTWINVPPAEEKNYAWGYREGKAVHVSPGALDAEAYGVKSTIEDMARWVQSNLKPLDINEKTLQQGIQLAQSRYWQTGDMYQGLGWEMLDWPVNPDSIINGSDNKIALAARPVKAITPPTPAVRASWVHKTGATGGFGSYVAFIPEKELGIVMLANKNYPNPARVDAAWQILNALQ
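20 mM phosphate pH 7.0 + 0.01% (detergent screen) or 0.0001% Triton X-100; 5.3 nM AmpC reagent; cpd preinc 15 min RT; nitrocefin (800 uM stock) to start; A480 q20 s × 4 min; Activity was normalised to no-enzyme and no-compound control wells.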
AmpC inh no detg: qHTS Inhibitors of AmpC Beta-Lactamase (assay without detergent); AmpC nitrocefin hydrolysis, absorbance 480 nm, 0.0001% Triton; Potency, µM (titrated, usually from 57.1 µM), inactives show at the highest dose activity change, negative = inhibition, usual class: inhibitors; P00811; 330,000 tested, 0.52% active;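 note: potency is the fitted concentration of half-maximal effect; plate controls were no compound for no effect and no enzyme for full effect; nearly all actives have a fitted effect of over 20% in size; some results filed as inactive show a strong effect at the top dose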
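AmpC (5.3 nM in the dispensed reagent) in 20 mM phosphate pH 7.0 with 0.01% (detergent screen) or 0.0001% Triton X-100 was preincubated with compounds for 15 min at room temperature. Nitrocefin was then added from an 800 uM solution, and hydrolysis was followed at 480 nm.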
* marks the source's active call; other numbers are inactive results; ? = inconclusive; · = no result given; & = joins results of further samples; ! = not confirmed by another sample; [ ] = dose if it differs, or a comment. Unless noted, calls come from the whole dose curve; as a rule, active = well fitted curve in the direction sought with a large enough effect; inconclusive = small, poorly fitted or top-dose-only effect, or another doubt; inactive = no such curve, though single readings can be large; an effect the other way counts as inactive or inconclusive. Unless noted, % is set by controls: 0 for no effect and ±100 for the full control effect.

item	Structure	HCV inh	Sm TGR inh	FBPA Giardia inh	HCMV antiviral	AmpC inh detg	AmpC inh no detg
1	CC(Sc1nnc(-c2ccccc2)c(-c2ccccc2)n1)C(=O)NCC1CCCO1 (centres undefined)	-10.5%	·	·	-19.8	·	86.0%[activator]
2	c1ccc(Cn2nnc3c(N4CCC5(CC4)OCCO5)ncnc32)cc1	?	-14.1%	-0.4%	34.9	0.6%	38.1%
3	CN(C)N1C(N)=C(C#N)C(c2cccnc2)C2=C1CC(C)(C)CC2=O (centres undefined)	17.2%	11.5%	·	-32.7	0.6%	-4.2%
4	O=C(O)c1ccc(NC(=O)c2cn(-c3ccccc3)nc2-c2ccc(Br)cc2)cc1	9.6%	0.9%&-7.7%	-7.8%	-63.6*!	0.8%&1.6%	-41.5%
5	Cc1ccc(C)c(C(=O)NC2CC(C)(C)NC(C)(C)C2)c1	?	-0.9%	0.0%	8.2	-10.9%	-9.1%
6	CCOC(=O)c1cc(C(=O)OCC)c2ccccn2c1=O	-17.6%	-9.7%	-2.8%	13.3	?	-6.2%
7	CC(Cc1ccco1)NC(=O)c1ccc(C(F)(F)F)cc1 (centres undefined)	1.0%	-16.0%	0.8%	61.9	0.5%	-13.8%
8	Cc1ccc(S(=O)(=O)N2[C@@H](c3ccccc3F)C(C(=O)O)=CC[C@H]2c2ccc(Cl)cc2)cc1	10.9%	-30.1%	·	-4.2	4.8%	-1.7%
9	CC1=C(C)CC(C(=O)c2ccc(C)cc2)C(C(=O)O)C1 (centres undefined)	1.0%	-1.6%	7.1%	12.5	-11.5%	-42.5%
10	Cc1ccc(C)c(NC(=O)CCc2nc3cccnc3n2Cc2cccs2)c1	·	-3.1%	·	-7.8	-3.7%	·
11	CCC(=O)Nc1ccc2c(c1)nc(CCN1CCC(C)CC1)n2C	9.5%	11.0%	-14.0%	32.0	-2.8%	-21.3%
12	COc1cccc(/C=N/NC(=O)c2nnn(-c3nonc3N)c2CN(C)c2ccccc2)c1	-4.5%	-13.6%	-23.5%	-33.6	-9.3%	-28.2%
13	Cc1cccc(C)c1NC1=NC(=S)N(c2ccc(C(=O)O)cc2)C12CCCCC2	10.3%	-2.3%	9.0%	-39.0	-4.0%	-31.6%
14	O=C(c1ccc(Cl)c(S(=O)(=O)N2CCCC2)c1)N1CCN(c2ccccn2)CC1	-12.3%	8.0%	2.4%	?	0.0%	17.8%
15	O=c1/c(=C/c2cn(-c3ccccc3)nc2-c2ccc(F)cc2)sc2nc3ccccc3n12	·	-32.7%	6.1%	·	0.6%	-5.0%
16	NC(=O)C(c1ncc(C(F)(F)F)cc1Cl)c1c(Cl)cccc1Cl (centres undefined)	11.1%	-6.7%	4.1%	-4.3	?	-12.5%
17	Cc1ccc2nc(SCC(=O)N(C)C3CCS(=O)(=O)C3)[nH]c2c1 (centres undefined)	5.4%	0.2%	·	-16.2	?	-14.9%
18	C=CCN(c1ccccc1C(=O)O)S(=O)(=O)/C=C/c1ccccc1	21.0%	8.4%	21.3%	-17.7	2.7%	-20.0%
19	CSCCC(NC(=O)/C(=C\c1ccc(Cl)cc1)NC(=O)c1ccccc1)C(=O)O (centres undefined)	10.2%	·	7.6%	16.7	0.5%	-9.0%
20	COc1cccc(Oc2c(C)oc3c(CN4CCCC4)c(O)ccc3c2=O)c1	4.4%	-2.1%	0.9%	0.0	-3.8%	-46.6%
21	CCOC(=O)c1cnc2ccccc2c1Nc1ccc2c(c1)OCCO2	?	5.1%	-20.8%	-70.0*	-2.1%	39.9%
22	CCOc1ccc(NC(=O)CCNS(=O)(=O)c2cccc3nonc23)cc1	1.1%	4.5%&-1.3%	8.0%	-1.6&-0.4	-13.6%&5.0%	-10.4%
23	COc1ccc(Cl)cc1NC(=O)C(OC)c1ccccc1 (centres undefined)	6.31µM*	·	-19.2%	-12.3	-7.2%	0.2%
24	C=CCN1C(=O)/C(=C/c2ccccc2)S/C1=N/c1nccs1	-2.0%	7.6%	7.1%	28.8	-2.8%	-8.1%
25	CCN(CC)c1ccc(/C=N/NC(=S)NC)c(O)c1	?	-9.4%	-25.3%	-12.6	?	-57.3%
26	Cc1c(Cl)cccc1-n1c(CCC(=O)O)ccc1-c1cccs1	·	39.8µM*	·	-1.6	6.0%	·
27	CN1CCN(C(=O)CCN2C(=O)/C(=C\c3ccc(F)cc3)SC2=S)CC1	?	·	·	42.2	·	68.6%[activator]
28	CC(=O)c1cccc(NC(=O)C(C)OC(=O)c2cccc(-n3cnnn3)c2)c1 (centres undefined)	-2.5%	-1.3%	·	18.5	0.0%	-20.6%
29	O=C(NCc1nnc(SCC(=O)N2CCCCC2)o1)c1c(F)cccc1F	11.9%	15.1%	-1.7%	-0.5	0.6%	-20.1%
30	CSc1nnc2n(-c3ccccc3)c(=O)c3c4c(sc3n12)CCC4	?	-0.5%	3.8%	-20.7	-14.3%	-8.9%
31	Cc1ccc(C(=O)N2CCOCC2)cc1S(=O)(=O)N1CCCC1	·	0.0%	·	-10.4	3.2%	-18.3%
32	Cc1ccccc1C(=O)c1ccc2c(c1)n(C)c(=O)n2C	-29.0%	-10.9%	-6.9%	77.5	-11.0%	15.6%
33	COc1cc(NC(=O)COC(=O)c2ccc3ccccc3n2)cc(OC)c1	16.0%	0.3%	·	66.3	-19.9%	-29.3%
34	CC(C)c1cc(C(=O)NCc2ccccc2)no1	·	11.3%	·	68.6	14.1%	·
35	Clc1ccccc1N1CCN(Cc2nnc(-c3ccccc3)o2)CC1	·	0.8%	·	0.3	1.5%	·
36	C/C(=N/NC(=O)c1ccc(Br)o1)c1cccc(NC(=O)c2ccc(F)cc2)c1	?	0.0%	·	13.2	-7.9%	-43.4%
37	O=C(Cc1ccc(Br)cc1)NNC(=O)Nc1ccc(Cl)cc1	7.0%	·	3.9%	-7.8	2.0%	-17.7%
38	O=C(C1CCN(S(=O)(=O)c2cccc3cccnc23)CC1)N1CCc2ccccc21	9.9%	8.4%	5.5%	-15.3	1.8%	5.9%
39	CCCCCCCN1C(Nc2ccccc2)=NC[C@@H]1C	?	-1.7%	·	9.5	-11.9%	5.1%
40	Nc1nnnn1CC(=O)N/N=C/c1cc([N+](=O)[O-])ccc1Cl	7.8%	3.7%	-0.3%	0.8	-12.4%	-28.9%
41	O=C(CN(C(=O)c1csnn1)c1cccc(Cl)c1)NC1CCCCC1	11.0%	-7.1%	·	34.2	0.7%	-16.0%
42	CCCN1C(=S)SC(C)(C)C1/[N+]([O-])=C/c1ccc(S(=O)(=O)NC)cc1 (centres undefined)	-0.8%	25.4%	0.7%	0.0	11.3%	0.9%
43	CN(C)Cc1ccccc1Sc1ccc(Br)cc1	-0.9%	3.6%	-7.8%	-11.2	?	-2.6%
44	Cc1ccc(C)c(NC(=S)N2CCCC2)c1	4.3%	-15.7%	-27.9%	27.8	?	-14.4%
45	C[C@H](N)c1nnc(SCC(N)=O)o1	11.2%	-0.4%	-12.7%	18.1	-0.8%	-7.5%
46	O=C1CCN(Cc2ccccc2)S(=O)(=O)c2ccccc21	-7.7%	20µM*	-12.9%&-22.3%	-37.3	3.3%	-26.9%
47	Cc1oc(-c2cccs2)nc1CN1CCN(C2CCCC2)C(CCO)C1 (centres undefined)	0.6%	0.0%	-0.2%	?	-1.4%	-2.4%
48	CCCn1c(=O)n(C)c(=O)c2c(SC(C)C(=O)NCC3CCCO3)nc(CC(C)C)nc21 (centres undefined)	?	-13.7%	·	-12.0	-12.5%	-10.6%
49	OC(CNCCc1ccccc1)c1ccccc1 (centres undefined)	4.8%	-5.0%	1.6%	-13.5	?	-12.2%
50	COc1ccc(-c2nc3ccccc3c(=O)n2CC(C)C)cc1	11.0%	?	3.1%	-8.6	1.2%	-10.6%

Just AmpC inh no detg, for five of the compounds above:
| # | structure | AmpC inh no detg |
| --- | --- | --- |
| 28 | CC(=O)c1cccc(NC(=O)C(C)OC(=O)c2cccc(-n3cnnn3)c2)c1 (centres undefined) | -20.6% |
| 29 | O=C(NCc1nnc(SCC(=O)N2CCCCC2)o1)c1c(F)cccc1F | -20.1% |
| 30 | CSc1nnc2n(-c3ccccc3)c(=O)c3c4c(sc3n12)CCC4 | -8.9% |
| 31 | Cc1ccc(C(=O)N2CCOCC2)cc1S(=O)(=O)N1CCCC1 | -18.3% |
| 32 | Cc1ccccc1C(=O)c1ccc2c(c1)n(C)c(=O)n2C | 15.6% |

Later entries
item	Structure	HCV inh	Sm TGR inh	FBPA Giardia inh	HCMV antiviral	AmpC inh detg	AmpC inh no detg
51	Cc1ccc(CNC(=O)CCC(=O)N2CC(C)Oc3ccccc32)cc1 (centres undefined)	12.2%	3.0%	7.8%	8.0	-10.8%	9.7%
52	CCOC(=O)c1sc(NC(=O)CSc2nc3c(c(=O)n2-c2ccc(F)cc2)SCC3)c(C(=O)OCC)c1C	-4.1%[8.37 µM]	-2.3%	2.8%	·	1.1%	-13.2%
53	COC(=O)c1ccc(CSC2=NCCS2)cc1	9.9%	4.7%	3.0%	-38.6	4.5%	-13.7%
54	O=C(O)c1ccccc1C(=O)c1ccc(N2CCOCC2)c([N+](=O)[O-])c1	-11.3%	·	1.0%	3.8	-8.8%	-11.3%
55	Cc1csc(NC(=O)C(Cc2ccccc2)n2cccc2)n1 (centres undefined)	-3.7%	?	0.3%	-13.6	-6.4%	-15.6%
56	CCCC[n+]1ccn(-c2nc3ccccc3nc2[N-]S(=O)(=O)c2cccs2)c1	17.3%	18.4%	?	4.2	-1.1%	-17.2%
57	O=C(O)CC1S/C(=N/N=C/C2CC=CCC2)NC1=O (centres undefined)	17.8%	71.2%[activator]	3.5%	-23.5	7.3%	-15.7%
58	COc1cccc(NS(=O)(=O)c2c(C)nc3sccn3c2=O)c1	2.5%	2.8%	-2.7%	11.8	-6.1%	-11.5%
59	COc1cc(C2C3=C(Nc4nc(N)[nH]c(=O)c42)c2ccccc2C3=O)ccc1O (centres undefined)	42.8%[activator]	?	-24.4%	-10.1	-9.0%	-36.4%

Random excerpt: two compounds from above, in no set order.
item	Structure	HCV inh	Sm TGR inh	FBPA Giardia inh	HCMV antiviral	AmpC inh detg	AmpC inh no detg
59	COc1cc(C2C3=C(Nc4nc(N)[nH]c(=O)c42)c2ccccc2C3=O)ccc1O (centres undefined)	42.8%[activator]	?	-24.4%	-10.1	-9.0%	-36.4%
51	Cc1ccc(CNC(=O)CCC(=O)N2CC(C)Oc3ccccc32)cc1 (centres undefined)	12.2%	3.0%	7.8%	8.0	-10.8%	9.7%
